Screens deposited in PubChem by Sanford-Burnham Center for Chemical Genomics.
SENP1 inh = SENP1 (human) catalytic domain inhibition; 0.21% of 360,000 active; Q9P0U3; AID 624204; inhibition, % at 10 µM; recombinant SENP1 catalytic domain, CyPet-SUMO1-YPet FRET cleavage;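 active means inhibition at least 30% at 10 µM, raw YFP signal under a set limit, fluorescence ratio 0.5 to 1.5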;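 further: 0% = enzyme with DMSO and 100% = no enzyme wells; some results filed as inactive read as strong as hits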
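system = hSENP1 catalytic domain, recombinant | reagent = SFCypet-SUMO1-SFYpet substrate at 25 nM | doses = one dose per compound, 10 µM, 0.5% DMSO | incubation = enzyme reaction for 50 min at room temperature, dark | measured by = FRET, CFP and YFP emission | controls = no-enzyme low, enzyme-DMSO high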
SENP8 block-1 = inhibitors of human SENP8 protease | 0.64% of 360,000 active | AID 602440 | recombinant SENP8, Nedd8 substrate fluorescence | inhibition, % at 20 µM; in the data active means inhibition mostly above about 40%, no sharp cut-off; inactive means mostly below about 27%
SENP7 block = SENP7 protease inhibition | inhibition, % at 5 µM | recombinant SENP7, Z-RLRGG-aminoluciferin luminescence, 40 min | AID 434973 | Q9BQF6 | 1.5% of 330,000 active;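 active means inhibition above about 50% at the single test dose, limit read from the data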;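 further: plate controls were DMSO with enzyme for no effect and no enzyme buffer wells for full effect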
PfGluPho inh = PfG6PD (Plasmodium falciparum) enzyme inhibition | PfGluPho enzyme, NADPH resazurin-diaphorase fluorescence | inhibition, % at 20 µM | 0.78% of 350,000 active;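 active means inhibition reaching at least a set limit at 20 µM in the primary screen, cut at about 59% in these data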;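 further: 0% = DMSO wells with substrate and 100% = DMSO wells lacking glucose-6-phosphate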
SENP8 block-2 = blocks the human protease SENP8; Q96LD8; purified SENP8, Z-RLRGG-aminoluciferin cleavage, luminescence; inhibition, % at 10 µM; 1.2% of 330,000 active; AID 2540; in the data active means inhibition above about 50%
SENP6 block = inhibitors of human SENP6 protease; Q9GZR1; Recombinant SENP6 catalytic domain, aminoluciferin luminescence; inhibition, % at 10 µM; 1.8% of 330,000 active; AID 2599;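 active means inhibition above about 50% at the single tested dose, limit read from the data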;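 further: plate controls were DMSO wells with enzyme for no effect and DMSO wells lacking enzyme for full effect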
Apaf1 inhib = inhibitors of human Apaf-1 apoptosome. 0.71% of 330,000 active. reconstituted apoptosome caspase-3 activity, DEVD-Rh110 fluorescence. inhibition, % at 20 µM. O14727; active means inhibition of at least 40% at 20 µM;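 further: plate controls were DMSO wells for no effect and DEVD-CHO caspase inhibitor wells for full effect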
Target sequence (O14727 whole entry, looked up): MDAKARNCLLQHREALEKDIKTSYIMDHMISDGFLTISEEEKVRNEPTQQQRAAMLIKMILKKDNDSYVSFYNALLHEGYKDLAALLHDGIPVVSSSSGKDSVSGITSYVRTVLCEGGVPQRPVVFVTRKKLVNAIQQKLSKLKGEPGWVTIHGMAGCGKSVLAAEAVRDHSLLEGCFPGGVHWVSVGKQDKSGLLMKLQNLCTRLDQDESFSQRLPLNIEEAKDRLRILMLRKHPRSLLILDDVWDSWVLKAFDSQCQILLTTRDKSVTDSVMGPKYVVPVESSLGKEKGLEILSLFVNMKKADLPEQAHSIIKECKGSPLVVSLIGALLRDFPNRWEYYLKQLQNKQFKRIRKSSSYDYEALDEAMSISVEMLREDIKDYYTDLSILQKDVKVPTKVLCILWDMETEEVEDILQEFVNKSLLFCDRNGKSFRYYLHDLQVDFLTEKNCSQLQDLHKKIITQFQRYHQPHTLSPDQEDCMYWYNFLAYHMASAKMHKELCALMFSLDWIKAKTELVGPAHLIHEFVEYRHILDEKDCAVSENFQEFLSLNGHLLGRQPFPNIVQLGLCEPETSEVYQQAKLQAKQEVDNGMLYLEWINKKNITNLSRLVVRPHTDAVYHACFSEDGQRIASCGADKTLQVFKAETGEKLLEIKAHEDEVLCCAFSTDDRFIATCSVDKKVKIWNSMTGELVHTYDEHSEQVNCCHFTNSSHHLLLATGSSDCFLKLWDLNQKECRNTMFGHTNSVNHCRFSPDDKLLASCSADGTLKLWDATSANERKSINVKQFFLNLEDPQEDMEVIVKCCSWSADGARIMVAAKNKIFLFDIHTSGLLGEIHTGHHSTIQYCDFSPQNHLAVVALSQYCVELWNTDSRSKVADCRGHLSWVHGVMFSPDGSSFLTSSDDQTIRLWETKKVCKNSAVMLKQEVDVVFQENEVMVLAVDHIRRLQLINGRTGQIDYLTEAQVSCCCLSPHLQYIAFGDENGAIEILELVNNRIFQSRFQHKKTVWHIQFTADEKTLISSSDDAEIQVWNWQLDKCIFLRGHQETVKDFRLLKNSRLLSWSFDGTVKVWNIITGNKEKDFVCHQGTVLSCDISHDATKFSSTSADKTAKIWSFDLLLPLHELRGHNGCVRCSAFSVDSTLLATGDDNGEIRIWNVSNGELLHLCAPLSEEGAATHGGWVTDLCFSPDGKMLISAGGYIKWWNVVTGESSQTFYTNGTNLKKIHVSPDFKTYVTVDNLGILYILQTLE
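Medium: Hepes buffer, pH 7.5 / System: biochemical Apaf-1 apoptosome reconstitution / Measured by: Rh110 fluorescence, excitation 480 nm, emission 540 nm / Times: compound with Apaf-1, dATP, procaspase-3 30 min, then 50 min reaction, room temperature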
HKDC1 inh = blocks human hexokinase HKDC1 activity | Q2TB90 | 0.16% of 340,000 active | recombinant HKDC1, G6PDH/diaphorase resazurin coupled fluorescence | AID 493160 | inhibition, % at 20 µM;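 active means inhibition above about 35% when tested at 20 µM, limit read from the data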;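 further: plate controls were DMSO wells with enzyme for no effect and DMSO wells lacking enzyme for full effect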
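System: Recombinant HKDC1 hexokinase | Amount: HKDC1 at 5 µg/mL | Reagent: Glucose with 1 mM ATP | Doses: Single 20 µM dose | Incubation: Reaction time 90 min, room temperature, protected from light | Signal: Coupled resazurin fluorescence, excitation 525 nm, emission 613 nm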
The depositor's hits bear a star; i = inactive; / = not tested or not shown.

SMILES	SENP1 inh	SENP8 block-1	SENP7 block	PfGluPho inh	SENP8 block-2	SENP6 block	Apaf1 inhib	HKDC1 inh
CCn1nc(C(=O)NNC(=O)C(Cc2ccccc2)NC(N)=O)c2ccccc2c1=O (stereo not drawn)	1	10	-13	-12	-16	-7	6	-4
Cc1ccc(NC(=O)CSc2nc3c(cc2C#N)C(=O)CCC3)cc1S(=O)(=O)N(C)C	2	13	1	2	1	-7	-13	-5
CC1CCCCN1CCCNc1ccc(C(CC(N)=O)NC(=O)Cc2ccc(Br)cc2)cc1[N+](=O)[O-] (stereo not drawn)	1	18	-12	12	-7	-13	9	-4
C=CCNC(=S)NNC(=O)c1cc(Cl)ccc1OC	1	10	-11	-5	-3	-24	-5	-3
Cc1ccc(C2(CC(=O)Nc3nccs3)CCOC(C(C)C)C2)cc1 (stereo not drawn)	3	22	-3	11	-6	-14	0	4
Cc1ccc(OP(=O)(Nc2c(C)n(C)n(-c3ccccc3)c2=O)Oc2ccc(C)cc2)cc1	1	-1	-4	5	2	-4	-5	13
COc1cccc(-c2cccc(NC(=O)C3CCN(C4CCOCC4)CC3)c2)c1	-4	18	-17	-14	-9	-17	-7	-4
CCCCc1ccc(NC(=O)CSC2=C(C#N)C(c3ccco3)C3=C(CCCC3=O)N2)cc1 (stereo not drawn)	-28	-154	-2	12	2	-4	14	8
O=C1CCCC/C=C\C[C@H](CC(=O)N(CCO)Cc2ccccc2)C(=O)NC[C@H](c2ccccc2)O1	2	11	-8	-4	-2	-22	3	2
Cc1ccc(NC(=O)CN2CCC(C(=O)c3ccc4c(c3)OCCO4)CC2)cc1	0	1	-5	-9	-1	10	16	2
CC(=O)Nc1cc2c(cc1NC(=O)Cn1nc(-c3ccc4c(c3)OCCO4)ccc1=O)OCCO2	2	-15	-11	-7	-6	3	-1	2
O=C(c1ccccc1)[C@H]1CC=CC[C@H]1C(=O)O	1	15	0	-17	1	9	-1	-3
C[C@@H](NC(=O)c1nc[nH]c1C(=O)NCC(=O)OC(C)(C)C)c1ccccc1	-1	8	6	16	0	-11	3	-2
CCCSc1ncc(Cl)c(C(=O)Nc2ccc(S(=O)(=O)Nc3ncccn3)cc2)n1	0	7	-12	-2	-4	-3	-3	-4
Nc1ccccc1C(=O)N1O[C@@H]2C=C[C@H]1CC2	2	-72	3	14	/	/	3	-4
S=C(NC1CCCC1)N1CCN(C/C=C/c2ccccc2)CC1	1	17	3	-9	4	2	3	-3
CCOC(=O)c1sc(NS(=O)(=O)c2ccc(F)cc2)nc1C	-9	2	-9	-7	-1	-7	12	-4
CC(C)(C)SCCNC(=O)CN(c1ccccc1)S(=O)(=O)c1ccccc1	1	7	2	14	-1	6	6	1
COc1ccc(N2C(=O)C3CCCN3C2c2ccc(C)cc2)cc1Cl (stereo not drawn)	-1	-8	-3	-9	-5	-14	5	0
O=C(/C=C/c1ccc(N2CCCCC2)c([N+](=O)[O-])c1)c1ccc(S(=O)(=O)N2CCCC2)cc1	9	36	/	7	/	/	/	19
CCOc1cc(-c2cn(S(=O)(=O)c3cccc4nsnc34)nc2N)cc(OCC)c1OCC	1	7	-6	4	-5	-11	-1	-9
FC(F)(F)c1cnc(N2CCC(=NOCc3ccc(Cl)cc3)CC2)c(Cl)c1	4	9	-5	9	-9	-11	12	6
CC(C)(C)C(=O)N/C(N)=N/c1nc2ccccc2o1	0	20	-9	4	-11	-39	12	-7
Cc1csc(/N=C/N(C)C)c1C#N	-1	4	10	-8	0	-8	-16	1

In another format: two of the compounds above.
O=C(/C=C/c1ccc(N2CCCCC2)c([N+](=O)[O-])c1)c1ccc(S(=O)(=O)N2CCCC2)cc1
- SENP1 inh = 9
- SENP8 block-1 = 36
- SENP7 block = /
- PfGluPho inh = 7
- SENP8 block-2 = /
- SENP6 block = /
- Apaf1 inhib = /
- HKDC1 inh = 19

CCOc1cc(-c2cn(S(=O)(=O)c3cccc4nsnc34)nc2N)cc(OCC)c1OCC
- SENP1 inh = 1
- SENP8 block-1 = 7
- SENP7 block = -6
- PfGluPho inh = 4
- SENP8 block-2 = -5
- SENP6 block = -11
- Apaf1 inhib = -1
- HKDC1 inh = -9

Record cards, from the list above. Order of values: SENP1 inh, SENP8 block-1, SENP7 block, PfGluPho inh, SENP8 block-2, SENP6 block, Apaf1 inhib, HKDC1 inh
Results for Cc1csc(/N=C/N(C)C)c1C#N = -1, 4, 10, -8, 0, -8, -16, 1
Results for CC(C)(C)SCCNC(=O)CN(c1ccccc1)S(=O)(=O)c1ccccc1 = 1, 7, 2, 14, -1, 6, 6, 1

The list goes on:
SMILES	SENP1 inh	SENP8 block-1	SENP7 block	PfGluPho inh	SENP8 block-2	SENP6 block	Apaf1 inhib	HKDC1 inh
O=c1c2c3nc4ccccc4nc3n(/N=C/c3ccccn3)c2ncn1-c1ccccc1	-46	-429	-7	25	2	-11	-5	13
C=CC[C@@H](CC(=O)N[C@H](CO)Cc1ccccc1)C(=O)N[C@@H](COC(=O)[C@H](CC=C)CC(=O)OC(C)(C)C)Cc1ccccc1	2	5	6	23	-1	4	24	1
CCc1cc(=O)oc2cc(OC(=O)c3ccco3)ccc12	-143	-376	-16	13	-12	-19	9	1
CCC(=O)NCCc1nc2cc(NC(=O)c3ccc(F)cc3)ccc2n1C	1	4	-8	-8	-15	-21	3	-1
Cc1ccc(-c2c[n+](=O)c3c(n2[O-])CCC3)cc1	2	6	14	11	-4	-8	-18	2
COC(=O)c1ccc(C(=O)OC)c(NC(=O)CN(C)Cc2ccc(Cl)c(Cl)c2)c1	-1	27	-1	17	0	3	19	-5
Cc1ccc(C2(C(F)(F)F)NC(=O)N3N=C4CCCCCN4C3=C2C#N)cc1 (stereo not drawn)	1	6	-2	16	-2	5	-4	-9
COCCn1c(SCc2cc(=O)n3ccsc3n2)nnc1-c1ccncc1	-2	21	-3	14	-6	27	2	-1
COCCN(Cc1ccccc1)C(=O)c1ccc2c(=O)n3c(nc2c1)CCC3	0	7	4	-8	6	-11	0	-5
COc1ccc(NC2CCCN(Cc3cccc4cnccc34)C2)cc1OC (stereo not drawn)	-11	23	3	65*	0	16	6	7
CCC(CC)NC(=O)c1cc(S(=O)(=O)N2CCCCC2)ccc1N1CCOCC1	1	-17	-9	4	-11	-2	13	-4
CCOC(=O)CNC(=O)Cc1ccc(Cl)cc1	-2	9	6	-9	-1	-5	-5	-5
CCN(CC(=O)Nc1c(F)cccc1F)C(=O)c1ccc(C(=O)c2ccccc2)cc1	0	10	-12	-8	-6	-13	15	-6
O=c1c2ccccc2ncn1-c1cccc(Cl)c1	1	13	-2	-7	4	-6	-3	-7
Cc1ccc2nc(SCC(=O)Nc3ccc4c(c3)OCO4)nc(=O)n2c1	2	28	5	-3	-10	-25	-1	-4
C/C(=N\N=C1\NC(=O)C(CC(=O)O)S1)c1ccccn1 (stereo not drawn)	2	32	-3	-28	-3	4	-7	-12
COc1ccc(Cn2c(=O)sc3ccccc32)cc1OC	3	7	9	-24	4	6	0	-5
Cc1cc(C)n(Cc2cccc(F)c2)c(=O)c1C#N	0	-45	-6	-4	-2	-9	-15	-15
CCc1ccc(N2CC(C(=O)Nc3ccc(S(=O)(=O)NCC4CCCO4)cc3)CC2=O)cc1 (stereo not drawn)	1	6	-1	-6	-1	-15	5	-4
Cc1ccc(NC(=O)C(C)Sc2nnc(C)n2C)cc1 (stereo not drawn)	-3	12	0	-6	-3	2	-11	-6
O=C(CCSCc1ccccc1Cl)NCc1cccs1	0	19	-1	-6	-2	2	6	-5
CC1(c2ccccc2Cl)NC(=O)N(CC(=O)N2CCc3ccccc32)C1=O (stereo not drawn)	2	15	4	-3	0	0	3	-8
COC1=C(Nc2ccccc2)C(=O)C(OC)=C(Nc2ccccc2)C1=O	2	19	/	-41	/	/	/	11
COCCCNC(=O)c1c(N)n(/N=C/c2cccs2)c2nc3ccccc3nc12	-19	i	4	-10	-9	-4	12	3
COc1cccc(-c2csc(N3CCN(CC(=O)NNC(=O)c4ccc(Cl)cc4)CC3)n2)c1	-1	2	-7	10	-6	-9	8	1
COc1cccc(CN2CC(C(=O)N3CCCCCCC3)CCC2=O)c1 (stereo not drawn)	-1	11	-1	5	0	5	7	-4
COC(=O)[C@]1(C)N[C@H](CN(C)S(=O)(=O)c2ccc(OC(F)(F)F)cc2)[C@@H]2C(=O)N(C)C(=O)[C@@H]21	0	15	-4	10	-6	-14	-9	-6
CC(=O)c1ccc(NC(=S)N2C(C)CCCC2C)cc1 (stereo not drawn)	/	/	1	/	-5	8	0	/
O=C(NCCNC(=O)c1ccc(F)cc1)c1ccc(F)cc1	2	1	-3	4	0	-5	-21	-3
CN(C)C(=O)c1cn(N(C)c2ncc(C(F)(F)F)cc2Cl)c(=O)c2ccccc12	3	34	-7	-12	-7	-8	2	3
O=C(Nc1ccc(N2CCOCC2)cc1)c1ccc(Cl)c(S(=O)(=O)N2CCCCC2)c1	1	15	0	-5	0	11	-6	2
COC(=O)c1ccccc1NC(=S)NC(=O)COc1ccc(C(C)C)cc1	-1	-16	3	-9	3	7	13	0
CCOc1cc(/C=N/NC(=O)COc2cccc(C)c2)ccc1OC(=O)c1cccs1	-2	-121	6	13	2	-8	17	-4
CN1CCN(c2ccc(CNS(=O)(=O)c3ccccc3)cc2)CC1	0	6	13	-12	-4	-18	1	2
CC(=O)n1cc([C@H]2C=C(C(N)=O)O[C@@H](OCc3ccc(CO)cc3)C2)c2ccccc21	-7	-23	9	8	-12	-13	0	1
COc1ccc(CN2CCC(C(=O)N3CCN(c4ccccc4F)CC3)CC2)cc1OC	-2	14	-10	-7	-8	-15	12	-5
CCN1CCN(C(=S)NCCc2ccccc2)CC1	4	11	-5	-7	-4	-2	2	-7
Cc1nnsc1C(=O)Nc1ccccc1	-1	4	-24	2	-6	-5	-8	-7
COc1ccccc1C(=O)NNC(=O)C1CCN(C(=O)OC(C)(C)C)CC1	1	29	-2	-9	-3	-10	4	-5
NNc1ncnc2sc3c(c12)CCC3	2	25	1	2	1	-4	-8	-102
CCC(C)(C)n1nnnc1C(C(C)C)N1CCSCC1 (stereo not drawn)	-1	12	2	-12	-8	0	-3	4
O=C(O)c1nc(N2CCCCC2)ncc1Cl	0	-15	-7	10	-6	-16	3	-2
NNC(=O)Cn1c(-c2nonc2N)nc2ccccc21	1	-1	7	-7	0	-17	3	-1
COc1cccc(NC(=O)CN2CCN(S(=O)(=O)c3ccc(C(C)C)cc3)CC2)c1	-3	16	9	5	-4	12	26	8
C=CCN(CC=C)S(=O)(=O)c1ccc(C(=O)Nc2nnc(COC)o2)cc1	-4	-1	3	-32	6	8	-16	2
CCOC(=O)Cc1csc(NC(=O)CN2C(=O)c3ccccc3C2=O)n1	1	7	-9	13	0	-9	-13	6
COc1ccc2nc(N/C(N)=N/S(C)(=O)=O)nc(C)c2c1	3	-392	-1	-11	5	-1	-9	5
COc1cc(/C=N/NC(=O)c2cc(C34CC5CC(CC(C5)C3)C4)[nH]n2)ccc1O	1	-71	2	12	7	-13	20	1
O=C(NCC(c1cccnc1)N1CCN(c2ccccc2)CC1)C1CCCCC1 (stereo not drawn)	-2	9	0	-3	1	-10	-10	-6
O=C(c1ccccc1)c1ccc2nc[nH]c2c1	0	4	0	16	1	1	-6	-4
CCn1c(SCC(O)c2ccccc2)nnc1-c1ccccc1 (stereo not drawn)	-1	16	12	-7	-5	5	3	-2
CC[C@@H]1C=C(C(=O)O)[C@H](c2ccc(F)cc2)N1S(=O)(=O)c1ccc(C)cc1	-1	0	-3	2	-1	-16	-7	-1
CC(=O)c1cccc(NC(=O)N2CCCC2C(=O)Nc2cc(C)ccc2C)c1 (stereo not drawn)	3	5	-9	1	-6	-8	8	-2
